Source: PubChem BioAssay (several laboratories)
MEKK3 PB1 HTS: MEKK3-MEK5 PB1 interaction, increase or decrease; 290,000 compounds, 1.4% hits; bead-based flow cytometry, Alexa488-MEK5 binding to MEKK3; actives lie on both sides; 0 = blocked by unlabeled MEK5, 100 = vehicle; Q99759; binding response (% of control), % at 10 µM;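 active = binding response more than 3 SD above or below the average of its plate-row segment, actives on both sides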;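 note: Alexa488 bead fluorescence after subtracting the streptavidin-only scavenger bead signal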
MEKK2 mut-MEK5: signal of MEK5 binding to mutant human MEKK2 PB1 domain. AID 1530. 290,000 compounds, 0.35% hits. percent response, % at 10 µM. bead flow cytometry, Alexa488-MEK5 binding to MEKK2 mutant; in the data active = percent response above about 24%, passing the limit was not always enough; note: inactives centre near 1; some results filed as inactive read as strong as hits; reference of the scale not given here
UBC9 SUMO inh: blocks human SUMOylation mediated by UBC9; P63279; 290,000 compounds, 0.36% hits; HTRF SUMOylation assay, SAE1/SAE2 + UBC9, in vitro; inhibition, % at 35 µM; AID 2006; in the data active = inhibition above about 50%, passing the limit was not always enough; note: strong numbers were not always called active
PfM18AAP inh: PfM18AAP enzyme inhibition | recombinant PfM18AAP, H-Glu-NHMec fluorogenic cleavage | AID 1822 | 290,000 compounds, 1.2% hits | inhibition, % at 7.35 µM;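 active = inhibition above the campaign mean inhibition over all tested compounds plus 3 SD, cut at about 28% in these data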;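 note: 0% = plate median of test compound wells and 100% = 2 mM ZnCl2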
NALP1 yeast inh: blocks the NALP1 inflammasome reconstituted in yeast. S. cerevisiae NALP1/ASC/caspase-1 growth, X-gal OD620, 72 h. inhibition, % at 10 µM. 280,000 compounds, 0.61% hits; in the data active = inhibition mostly above about 24%, no sharp cut-off; inactive = mostly below about 32%; note: some compounds called inactive have numbers as strong as hits
IDE act: activators of human insulin-degrading enzyme in cells | HEK cells, FAbeta-B cleavage, fluorescence polarization; 0% vehicle, 100% cell-free pure enzyme wells | P14735 | AID 493087 | 340,000 compounds, 0.073% hits | activation, % at 5.96 µM;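 active = activation above the mean of all tested compounds plus 3 SD, set per screening campaign, cut at about 17% in these data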
Target sequence (P14735 whole entry, looked up): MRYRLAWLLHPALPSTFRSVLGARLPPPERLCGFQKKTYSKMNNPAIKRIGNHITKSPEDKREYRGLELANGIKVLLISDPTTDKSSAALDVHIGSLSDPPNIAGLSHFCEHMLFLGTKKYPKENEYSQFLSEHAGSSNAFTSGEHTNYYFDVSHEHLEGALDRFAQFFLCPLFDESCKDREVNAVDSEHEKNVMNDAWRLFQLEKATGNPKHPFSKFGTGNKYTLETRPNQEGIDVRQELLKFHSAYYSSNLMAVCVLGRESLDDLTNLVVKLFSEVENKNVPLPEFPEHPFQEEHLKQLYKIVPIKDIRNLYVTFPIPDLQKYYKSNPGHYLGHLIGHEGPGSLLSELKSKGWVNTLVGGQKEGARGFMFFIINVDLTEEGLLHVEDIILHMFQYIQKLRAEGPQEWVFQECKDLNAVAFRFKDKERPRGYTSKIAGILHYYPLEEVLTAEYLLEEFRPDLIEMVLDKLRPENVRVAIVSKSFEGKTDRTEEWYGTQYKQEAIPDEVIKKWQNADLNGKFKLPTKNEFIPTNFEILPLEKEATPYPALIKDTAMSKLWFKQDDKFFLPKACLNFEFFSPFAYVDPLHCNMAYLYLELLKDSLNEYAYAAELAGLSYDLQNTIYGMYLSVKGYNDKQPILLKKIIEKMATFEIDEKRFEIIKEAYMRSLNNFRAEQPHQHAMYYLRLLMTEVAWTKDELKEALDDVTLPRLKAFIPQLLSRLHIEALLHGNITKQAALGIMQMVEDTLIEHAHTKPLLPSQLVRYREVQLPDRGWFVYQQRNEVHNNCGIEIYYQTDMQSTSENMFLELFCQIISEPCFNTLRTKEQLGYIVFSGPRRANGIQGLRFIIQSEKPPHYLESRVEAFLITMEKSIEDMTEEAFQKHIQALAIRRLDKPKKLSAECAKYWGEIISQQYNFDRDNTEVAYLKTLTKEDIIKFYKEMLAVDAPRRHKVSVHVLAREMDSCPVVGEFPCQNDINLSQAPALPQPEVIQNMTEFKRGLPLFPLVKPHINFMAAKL
MEKK2 WT-MEK5: raises or lowers MEK5 binding to wildtype human MEKK2 PB1 domain | Q9Y2U5 | bead flow cytometry, Alexa488-MEK5 binding to MEKK2 WT; actives lie on both sides | binding response (% of control), % at 10 µM | 290,000 compounds, 1.1% hits | AID 1531; in the data active = binding response below about 67% or above about 130%
IDE inh: cellular human IDE inhibition; P14735; HEK cells, FAbetaB cleavage, fluorescence polarization; inhibition, % at 5.59 µM; 320,000 compounds, 0.41% hits;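 active = percent inhibition above the average of all tested compounds plus 3 SD, set per screening campaign, cut at about 16% in these data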;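 note: IDE supplied by intact live HEK cells; FP after avidin binding of uncleaved biotin substrate so inhibition keeps polarization high; 0% = DMSO wells and 100% = 60 µM reference IDE inhibitor Ii1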
p-CIP stab down: lowers stability of the mouse p/CIP coactivator protein | AID 1984 | 290,000 compounds, 0.01% hits | F442A p/CIP-EGFP cells, EGFP fluorescence, 16 h | decrease of EGFP signal, % at 10 µM | Q05BA5;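 active = EGFP signal decrease of at least 30% at 10 µM or well 3 SD below plate mean, unless failing retest; inactive = the rest, including hits failing retest or dose response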; note: some compounds called inactive have numbers as strong as hits; many of its hits are not listed in these tables
The depositor's hits bear a star; · = not tested or not shown; & = joins results of further samples.

SMILES	MEKK3 PB1 HTS	MEKK2 mut-MEK5	UBC9 SUMO inh	PfM18AAP inh	NALP1 yeast inh	IDE act	MEKK2 WT-MEK5	IDE inh	p-CIP stab down
N#C/C(=N\Nc1cccc(C(F)(F)F)c1)C(=O)c1csc(-c2cccnc2)n1	86	-32	17	3	·	-2	88	7	-17
O=C(COc1ccc(Cl)cc1Br)Nc1ccncc1	106	11	9	-7	25	4	105	12	-25
CN(C)S(=O)(=O)c1ccc(C(=O)NCCSc2ccccc2)cc1	101	2	6	0	24	-3	105	4	-14
CS(=O)(=O)N1CCc2cc(C(=O)O)ccc21	105	4	6	5	15	1	106	-5	-3
O=C1CC(N2CCN(S(=O)(=O)c3cccc(C(F)(F)F)c3)CC2)C(=O)N1Cc1ccccc1 (stereo unspecified)	104	0	-11	-4	11	3	104	5	-43
Nc1cc(Cl)ccc1Oc1ccccc1	88	-7	-7	-5	4	6	93	1	-11
Cc1ccc(S(=O)(=O)NCCCN2CCOCC2)c(C)c1	109	6	5	3	1	-2	107	1	7
COc1ccc(C(=O)NCC(=O)OCc2cccc(Br)c2)cc1	90	-2	-12	1	5	-1	92	-3	-4
Cc1cccc(-c2nnc(SCC(=O)c3ccc(O)cc3O)n2C)c1	98	5	0	18	-24	-1	100	3	-2
CC(C)c1ccc(N(CC(=O)NCCSCc2ccco2)S(C)(=O)=O)cc1	103	2	-7	3	-1	3	103	0	2
COc1ccc(S(=O)(=O)Cc2ccc(C(=O)N3CCN(c4cccc(C)c4)C(C)C3)o2)cc1 (stereo unspecified)	111	3	1	0	-15	-3	108	4	-5
C=CCc1c(C)nc(C)nc1N/N=C/c1ccccc1	108	21	7	22	-11	0	110	0	-21
CCOC(=O)c1cnc(SCC(=O)NCc2ccco2)nc1N	100	1	25	-6	-4	-1	100	-1	5
Cn1c(=O)cc2c3c(c(N4CCCCC4)ccc31)C(=O)c1ccccc1-2	100	3	11	1	12	·	99	5	-21
CC(C)(C)c1ccc(S(=O)(=O)N2CCN(c3ncccn3)CC2)cc1	94	-10	20	4	-11	13	89	-2	-13

An excerpt from above in order of the MEKK2 WT-MEK5 value, falling.
SMILES	MEKK3 PB1 HTS	MEKK2 mut-MEK5	UBC9 SUMO inh	PfM18AAP inh	NALP1 yeast inh	IDE act	MEKK2 WT-MEK5	IDE inh	p-CIP stab down
O=C1CC(N2CCN(S(=O)(=O)c3cccc(C(F)(F)F)c3)CC2)C(=O)N1Cc1ccccc1 (stereo unspecified)	104	0	-11	-4	11	3	104	5	-43
Cn1c(=O)cc2c3c(c(N4CCCCC4)ccc31)C(=O)c1ccccc1-2	100	3	11	1	12	·	99	5	-21
COc1ccc(C(=O)NCC(=O)OCc2cccc(Br)c2)cc1	90	-2	-12	1	5	-1	92	-3	-4

Next section.
SMILES	MEKK3 PB1 HTS	MEKK2 mut-MEK5	UBC9 SUMO inh	PfM18AAP inh	NALP1 yeast inh	IDE act	MEKK2 WT-MEK5	IDE inh	p-CIP stab down
O=C(CSc1ncnc2c1cnn2Cc1ccccc1)Nc1ccc2c(c1)OCCO2	103	4	0	3	-8	-4	100	0	-14
O=C(NC1CCCC1)c1ccc2c(c1)N(Cc1ccc(F)cc1)CCS2	97	0	6	21	-3	3	95	6	-8
COC(=O)Cc1ccc(NC(=S)NCCCO)cc1	101	-1	7	-3	2	1	100	-9	-14
COc1ccc(CC(=O)NCCS(=O)(=O)N2CCN(c3ccc(F)cc3)CC2)cc1OC	103	6	6	5	5	5	105	-4	-2
CC1(C)CC(=O)C2=C(C1)OC(N)=C(C#N)C2c1ccccc1 (stereo unspecified)	101	2	27	4	-7	2	104	0	-9
COc1ccc(NC(=O)CSc2nnc(NC(=O)c3ccccc3C(=O)O)s2)cc1	99	-10	10	-8	-3	0	95	5	-10
CSc1nc(NS(=O)(=O)c2cc(C)c(Cl)cc2Cl)nn1C	100	-3	15	-13	1	-1	101	1	-14
O=C(/C(=N/O)n1cncn1)c1ccccc1Cl	102	3	9	3	-10	-2	104	4	2
COCCn1c(SCC(=O)Nc2nnc(C)s2)nnc1-c1ccoc1C	129*	5	1	-5	-6	6	120	0	-6
O=C(Nc1ccc(Cl)c(Cl)c1)N1CC=C(c2ccccc2)CC1	114	11	-9	6	7	-13	120	19*	-3
COc1ccc(-n2c(SCC(=O)Nc3nccs3)nc3c(c2=O)SCC3)cc1	103	7	-2	-5	·	1	101	-5	-15
CN(C)CCOC(=O)NC12CC3CC(CC(C3)C1)C2	99	-4	18	-12	21	5	93	2	-12
COC(=O)c1ccc(S(=O)(=O)c2ccc(C(=O)OC)s2)s1	105	4	-13	0	13	·	94	1	2
O=[N+]([O-])c1ccc(-c2nc(NCc3ccccc3)c3ccccc3n2)cc1	105	16	10	-3	13	6	108	-6	-7
CCOc1ccc(S(=O)(=O)NCc2ccc(C)cc2)c2cccnc12	98	-3	2	2	16	4	98	3	0
CCNc1nc(Oc2ccc(C(=O)OCC)cc2)nc(N2CCOCC2)n1	135*	1	6	-6	12	·	117	1	8
CC(C)(C)c1ccc(C2=CSC3=NCCN23)cc1	108	9	0	4	-22	6	111	-1	1
O=C(OCC(=O)c1c[nH]c2ccccc12)c1cccc(S(=O)(=O)N2CCCCCC2)c1	130*	3	-41	-4	37	0	128	2	-16
CC(C)Oc1ccc(Oc2ccc(C(F)(F)F)cn2)cc1	104	8	14	6	-16	4	108	6	1
Cn1nc(-c2ccccc2)c(CO)c1Oc1cccc(C(F)(F)F)c1	111	-2	-4	-9	1	-11	101	-2	0
O=C(Nc1ccccc1F)NC1CCCc2ccccc21 (stereo unspecified)	70	-33	2	-2	-10	6	81	2	7
Cc1ccc2cc(CCNS(=O)(=O)c3ccc(F)cc3)c(=O)[nH]c2c1	106	9	2	4	·	0	105	-2	0
CN1CCN(C(=O)CCN2C(=O)/C(=C/c3cccc(Br)c3)SC2=S)CC1	101	3	-8	-10	-17	0	104	19*	-7
COc1ccc(/C=C/C(=O)NCCNC(=O)c2ccccc2)cc1OC	95	-8	12	16	6	3	91	4	-2
Fc1ccc(NC(=S)NNc2ncc(C(F)(F)F)cc2Cl)c(F)c1	106	5	-13	24	-23	-6	99	6	-19
CCOC(=O)C1=C(N)N2C(=O)C(C)SC2=C(C(=O)OCC)C1c1ccccc1 (stereo unspecified)	104	1	18	-3	-42	-1	97	-4	-13
COC(=O)C1=C(C)NC(C)=C(C(=O)OC)C1C(=O)OCCN1C(=O)c2ccccc2C1=O	104	4	13	-7	17	1&-2	103	2	1
COC(=O)c1ccccc1NC(=O)CSCC(=O)Nc1ccccc1	103	0	7	-5	16	1	98	2	-3
Cc1ccccc1NC(=O)C(C)c1ccc(-c2ccccc2)c(F)c1 (stereo unspecified)	102	-1	12	4	7	2	99	5	-5
Cc1nn2c(=O)cc(COC(=O)c3ccc(NC(=O)C(C)(C)C)cc3)nc2s1	97	4	6	3	-3	4	97	-1	-2
O=C(NCC1CC1)[C@]1(C(F)(F)F)C[C@H](CCC2CCCCC2)CCCO1	91	-2	·	·	·	4	92	-1	·
Cc1ccc(NC(=O)Cc2cc(C(=O)O)c3ccccc3n2)c(C)c1	102	0	9	13	-1	-1	101	-1	-12
Oc1cccc(C2c3[nH]c4ccccc4c3CCN2Cc2ccoc2)c1 (stereo unspecified)	108	7	20	-6	-10	1	106	1	-14
COc1ccc2oc(-c3ccccc3)c(C(=O)N(C)C)c2c1	106	4	10	0	-6	0	106	3	0
Fc1ccc(NC(=S)N2CCCC2)cc1Cl	97	-3	16	1	29	6	97	2	-13
O=C(O)Cc1sc(-c2ccc(Cl)cc2)nc1-c1ccccc1	123*	4	19	-6	8	7	116	-4	-1
C/C(=N\O)c1oc2ccc3c(C)cc(=O)oc3c2c1C	89	-7	-2	-1	·	·	85	0	-3
COc1ccc(Cc2nn3c(-c4ccccc4OC)nnc3s2)cc1	110	1	12	9	1	2	104	4	4
O=C1OCC/C1=C\c1ccc(O)cc1	94	5	22	-1	12	1	95	-4	7
C=CCC(C)(NCc1ccccc1)c1ccccc1 (stereo unspecified)	106	1	-1	1	27	9	109	-3	0
COc1ccc(CCNC(=O)c2cc3c(=O)n4cccc(C)c4nc3n(CCCN3CCOCC3)c2=N)cc1	105	3	8	8	5	8	112	1	-4
CCOC(=O)C1CCCCN1Cc1cn[nH]c1-c1ccc(F)cc1F (stereo unspecified)	105	1	13	-5	-3	7	100	-1	4
CCOC(=O)C1=C(O)/C(=C/c2ccc(OCC(=O)O)c(OCC)c2)SC1=Nc1ccc(C)cc1	120	-1	19	-5	1	-4	103	8	-4
CCc1ccc(NC(=O)Nc2c(C)n(C)n(-c3ccccc3)c2=O)cc1	60	-13	0	-12	3	-7	66	5	-4
Cc1nn(-c2ccccc2)c(Cl)c1/C=N/NC(=O)c1[nH]ncc1Br	103	2	6	6	11	-7	100	8	8
Nc1nc(Cl)cc(Nc2ccccc2Cl)n1	96	-5	6	1	-2	4	97	0	2
CCOc1ccccc1N1CCN(Cc2cccc(OC)c2O)CC1	98	6	4	-6	10	2	101	1	0
Cc1ccc(C2OC3=C(C(=O)CC(C)(C)C3)C(N)=C2C#N)o1 (stereo unspecified)	102	5	12	14	17	7	106	7	-8
CCCNc1nc(Cl)nc(Nc2ccc(Cl)cc2)n1	110	10	4	-2	9	2	106	4	2
CCn1c(=O)cc(SCC(=O)NCc2ccccn2)c2ccccc21	99	0	19	3	-20	-5	101	1	-5
CCCCn1c2nc3ccccc3nc2c2c(=O)n(CCC)cnc21	98	1	4	-1	-7	6	100	2	1
Cc1c(/C=C/C(=O)c2ccc(C(C)C)cc2)cnn1C	92	-10	-10	0	11	12	87	5	-9
CCOC(=O)c1c(NC(=O)CSc2nnc3c(n2)[nH]c2ccc(F)cc23)sc(C(C)=O)c1C	97	-4	17	2	-6	1	90	1	-1
Cc1cc(Oc2ccc(N)cn2)ccc1Cl	106	6	-1	4	·	·	105	1	-17
CC(C)Oc1ccc(C(=O)Nc2ccc(Cl)c(S(=O)(=O)Nc3ccc(Cl)cc3)c2)cc1	112	4	-2	-1	24	-4	108	-7	-3
CS(=O)(=O)Cc1nc2ccccc2oc1=O	94	-3	-12	23	8	-1	93	-1	-13
CC(C)Oc1ccc(NC(N)=O)cc1	106	3	21	-10	9	5	108	1	-4
NC(=O)c1ccsc1NC(=O)C1CCCCC1	110	19	8	8	-2	-1	108	3	-15
CCOc1ccc(NC(=O)CCNc2c(N3CCCC3)c(=O)c2=O)cc1	99	2	-6	3	13	7	101	5	-9
Cc1cnn(C(=S)NCc2ccc(Cl)cc2)c1	99	3	-15	-4	2	·	99	-4	-10

Following part:
SMILES	MEKK3 PB1 HTS	MEKK2 mut-MEK5	UBC9 SUMO inh	PfM18AAP inh	NALP1 yeast inh	IDE act	MEKK2 WT-MEK5	IDE inh	p-CIP stab down
CCC(=O)NC(=S)NNC(=O)COc1ccc(Br)cc1	95	3	5	8	-10	1	90	-2	-8
Cc1ccc(CNC(=O)C2CC(=O)N(C3CCCCCCC3)C2)cc1 (stereo unspecified)	107	21	6	-17	8	2	104	6	-3
CCOC(=O)Cn1c(-c2cccnc2Cl)nc2ccccc21	88	-2	-5	-3	24	4	89	4	8
Cc1c(C(=O)N2CCCCC2)c(S(=O)(=O)Nc2ccc(F)cc2F)c(C)n1C	97	3	-12	-2	-2	0	101	1	10
CCOC(=O)c1cnc(SCC(=O)Nc2ccc(N3CCOCC3)c(Cl)c2)nc1N	103	4	-8	-4	-8	-2	100	2	-2
CCC(c1nnnn1Cc1cccs1)N1CCN(C2CCCC2)CC1 (stereo unspecified)	104	6	1	-10	8	-5	107	0	-4
C=CCn1c(-c2ccc3[nH]c(C)c(C)c3c2)n[nH]c1=S	105	4	2	8	-9	-2	103	0	-14
Cc1noc2ncnc(Oc3ccccc3Cl)c12	104	2	-11	-17	13	4	104	-2	-3

An excerpt; the hit share may differ from the screen's.
